# MCL1-BIM inh – inhibitors of human MCL1 binding to BIM-BH3 peptide. Q07820. GST-MCL1 / FITC-Bim-BH3 fluorescence polarization. inhibition, % at 10.9 µM. 320,000 compounds, 0.68% hits;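 active means inhibition above the mean inhibition of all tested compounds plus 3 SD, set per campaign, cut at about 40% in these data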;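 further: 0% = DMSO wells and 100% = unlabeled Bim-BH3 peptide control; higher means more loss of mP so more displacement of Bim peptide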
# Target sequence (Q07820 whole entry, looked up): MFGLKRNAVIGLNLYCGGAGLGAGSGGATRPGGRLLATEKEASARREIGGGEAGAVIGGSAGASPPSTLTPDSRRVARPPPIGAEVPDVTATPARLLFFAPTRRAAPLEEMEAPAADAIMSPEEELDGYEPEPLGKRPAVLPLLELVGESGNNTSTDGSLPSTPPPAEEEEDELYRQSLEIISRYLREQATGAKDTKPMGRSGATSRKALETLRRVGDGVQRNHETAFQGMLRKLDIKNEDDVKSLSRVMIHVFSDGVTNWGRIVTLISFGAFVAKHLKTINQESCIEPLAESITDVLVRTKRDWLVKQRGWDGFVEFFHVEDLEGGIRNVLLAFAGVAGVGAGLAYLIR
# GLD-1 TGE inh – GLD-1-TGE RNA interaction inhibition (C. elegans); Q17339; purified GLD-1 + fluorescein TGE RNA, fluorescence polarization; inhibition, % at 5.96 µM; 320,000 compounds, 0.44% hits;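 active means percent inhibition above a per-plate cutoff, the plate mean of test compounds plus 3 SD, cut at about 30% in these data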;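 further: 0% = DMSO wells with GLD-1 and probe and 100% = wells lacking GLD-1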
# PME-1 primary – blocks human protein phosphatase methylesterase 1; AID 2130; 320,000 compounds, 0.53% hits; inhibition, % at 5.9 µM; recombinant PME-1, FP-Rh probe fluorescence polarization; Q9Y570;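 active means inhibition above the campaign mean of all compounds plus 3 SD, cut at about 26% in these data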;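 further: competitive labeling of PME-1 active site by serine hydrolase directed probe; 0% = PME-1 with DMSO and 100% = wells lacking PME-1 enzyme; inhibitors block probe labeling so polarization falls and inhibition rises; many of its hits are not listed in these tables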
# Target sequence (Q9Y570 whole entry, looked up): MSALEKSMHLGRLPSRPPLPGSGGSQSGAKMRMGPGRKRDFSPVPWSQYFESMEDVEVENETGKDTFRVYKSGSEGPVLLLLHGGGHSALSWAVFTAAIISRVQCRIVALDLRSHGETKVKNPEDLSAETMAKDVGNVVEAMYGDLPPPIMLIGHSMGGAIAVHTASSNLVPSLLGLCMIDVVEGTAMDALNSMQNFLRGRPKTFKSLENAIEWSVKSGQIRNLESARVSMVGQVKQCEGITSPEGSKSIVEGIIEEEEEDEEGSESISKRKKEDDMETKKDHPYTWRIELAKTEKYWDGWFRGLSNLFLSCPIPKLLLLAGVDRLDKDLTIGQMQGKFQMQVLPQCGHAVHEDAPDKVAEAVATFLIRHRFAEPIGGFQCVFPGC
# Efflux pump mplx – inhibitors of Candida antifungal efflux pumps expressed in yeast. S. cerevisiae Candida pump triplex, Nile Red efflux. AID 485275. 330,000 compounds, 0.44% hits. inhibition, % at 10 µM;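 active means plate passing quality check with inhibition over a set limit, or well fluorescence over plate mean plus 4 SD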;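 further: Nile Red retained in pooled yeast measured as flow cytometry median fluorescence; 0% = buffer negative control and 100% = Enniatin B positive control; higher means more Nile Red kept so more efflux inhibition; some compounds called inactive have numbers as strong as hits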
# GRK2 aptamer HTS – blocks RNA aptamer binding to human GRK2 | inhibition of aptamer binding, % at 10 µM | P25098 | bead flow cytometry, FAM-aptamer displacement from GRK2 | 330,000 compounds, 0.59% hits;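 active means inhibition of aptamer binding above 40%, roughly 3 SD of noise, on plates passing a quality check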;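 further: median bead fluorescence of bound FAM aptamer so fluorescent compounds give negative values; no value below 0 was filed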
# Fam108B counter – counter-screen for RBBP9 inhibitors: inhibitors of mouse Fam108B; recombinant Fam108B, FP-Rh probe fluorescence polarization; inhibition, % at 9.51 µM; 300,000 compounds, 0.33% hits;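 active means inhibition above the screen mean inhibition plus 3 SD, computed separately per campaign, cut at about 18% in these data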;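 further: inhibitors lower polarization as less probe binds the enzyme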
# VLA-4 inh – inhibition in a human VLA-4 binding assay; 330,000 compounds, 0.2% hits; VLA-4 expressing cells, ligand binding flow cytometry; P13612; inhibition, % (about 7 µM as worked out from the volumes in the protocol); in the data active means inhibition above about 50%
# MEX-5 binding – C. elegans MEX-5 TCR-2 RNA binding activity. Q9XUB2. MEX-5/FITC-TCR2 RNA binding, fluorescence polarization; active compounds read low. activity score (negative = inhibition of binding), % at 10 µM. 300,000 compounds, 0.38% hits. AID 1832;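 active means inhibition past about -25% in most replicates, and total fluorescence under double the plate's negative control median, limit read from the data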;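 further: 0% = DMSO and -100% = 5 µM competing unlabeled TCR2 RNA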
# Bcl-xL primary – Bcl-xL (human) inhibition | Q07817 | GST-Bcl-xL / FITC-Bim BH3 peptide fluorescence polarization | inhibition, % at 10.9 µM | 320,000 compounds, 0.7% hits | AID 2129;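 active means inhibition above the mean of all tested compounds plus 3 SD, cutoff set per campaign, cut at about 30% in these data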;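 further: 0% = DMSO wells and 100% = unlabeled Bim-BH3 peptide competitor; inhibitors lower millipolarization by displacing the labeled peptide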
# Target sequence (Q07817 whole entry, looked up): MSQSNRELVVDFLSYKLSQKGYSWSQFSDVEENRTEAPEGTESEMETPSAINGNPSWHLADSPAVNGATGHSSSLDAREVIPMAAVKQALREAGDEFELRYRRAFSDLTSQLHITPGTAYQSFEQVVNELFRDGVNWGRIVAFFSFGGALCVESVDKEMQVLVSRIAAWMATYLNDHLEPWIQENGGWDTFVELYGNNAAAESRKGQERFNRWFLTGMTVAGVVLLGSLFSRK
# The depositor's hits bear a star; nt = no result given. Only part of the results is shown; the hit share may differ from the screen's.
1) N#Cc1cc2c(nc1Cl)CCCC2
2) COC(=O)C1=C(C)NC(=O)CC1c1cccc(Cl)c1Cl (stereo unspecified)
3) COc1cccc(CN2CCN(CCCc3ccccc3)C(CCO)C2)c1OC (stereo unspecified)
4) Cc1cccc(-c2nnc(SCc3ccc(C#N)cc3)n2Cc2ccco2)c1
5) COc1ccc(C2=NN(C(=O)CSc3nc(=O)n4cc(C)ccc4n3)C(c3ccc(C)cc3)C2)cc1 (stereo unspecified)
6) COc1ccccc1CNC(=O)c1ccc(Cl)c(NC2=NC3CS(=O)(=O)CC3S2)c1 (stereo unspecified)
assay / compound	1	2	3	4	5	6
MCL1-BIM inh	-2	7	-7	2	1	3
GLD-1 TGE inh	2	6	5	6	6	4
PME-1 primary	1	-4	-5	-4	-10	2
Efflux pump mplx	0.0	-0.2	0.0	0.2	-0.1	0.1
GRK2 aptamer HTS	1	0	0	1	3	3
Fam108B counter	-1	3	-5	-6	-9	1
VLA-4 inh	-1	-1	-4	13	-38	23
MEX-5 binding	-0.9	2.8	-0.2	-3.7	1.0	-2.1
Bcl-xL primary	-3	3	-7	-6	-3	-1

7) CC(C)=CC(=O)OCC(=O)NC1CCCc2ccccc21 (stereo unspecified)
8) CCC(C)NC(=O)c1cn(CC)c2ccc(S(=O)(=O)N(C)C)cc2c1=O (stereo unspecified)
9) Cc1cc(=O)[nH]c(SCC2(O)C3CC4CC(C3)CC2C4)n1 (stereo unspecified)
10) COc1ccc(S(=O)(=O)NC2CCCC2)c(Cl)c1Cl
11) O=C(Nc1cccc([N+](=O)[O-])c1)c1ccc2c(c1)OCO2
12) CC(NC(=O)[C@H](Cc1c[nH]c2ccccc12)NC(=O)[C@@H]1Cc2ccccc2CN1)c1ccccc1 (stereo partly specified)
assay / compound	7	8	9	10	11	12
MCL1-BIM inh	-3	2	6	0	5	1
GLD-1 TGE inh	-3	4	0	-10	4	-2
PME-1 primary	4	4	0	7	7	-5
Efflux pump mplx	0.1	0.5	-0.1	2.8	-4.3	0.1
GRK2 aptamer HTS	2	0	1	0	0	0
Fam108B counter	3	1	-2	-3	9	2
VLA-4 inh	7	-14	3	4	-3	6
MEX-5 binding	-0.6	0.8	4.0	3.7	0.7	2.3
Bcl-xL primary	-3	2	4	-2	4	5

13) O=C(Nc1nc2ccc(F)cc2s1)C1=COCCO1
14) CC12CN3CC(=O)N4CC5(C)CN(CC(C)(C4)C5=O)C(=O)CN(C1)CC(C)(C3)C2=O
15) O=C(NCCOc1ccc(F)cc1)C1CCC(=O)N(CC2CCCCC2)C1 (stereo unspecified)
16) S=C1N(c2ccccc2)C(c2ccc(Cl)cc2)N2CCCN12 (stereo unspecified)
17) O=C(CS(=O)(=O)c1ccc(Cl)cc1)NCCS(=O)(=O)c1ccc(Cl)cc1
18) N#C/C(=N\O)c1nc2ccccc2[nH]1
assay / compound	13	14	15	16	17	18
MCL1-BIM inh	-6	8	2	2	2	-3
GLD-1 TGE inh	-7	10	-1	-3	-1	-1
PME-1 primary	-7	4	-6	0	2	3
Efflux pump mplx	0.0	0.0	0.0	-0.2	-0.4	0.2
GRK2 aptamer HTS	0	0	4	0	2	0
Fam108B counter	-1	-1	1	0	6	3
VLA-4 inh	-49	16	9	0	23	-12
MEX-5 binding	-1.0	-1.4	2.2	-0.1	0.9	-0.7
Bcl-xL primary	-10	5	5	2	3	1

19) CCOC(=O)C1CCCN(C(=O)c2sc3nc4n(c(=O)c3c2C)CCC4)C1 (stereo unspecified)
20) CCc1c(C)c(C#N)c2nc3ccccc3n2c1NCc1ccccn1
21) COc1ccc(NC(=O)c2ccc(CN(c3cc(Cl)ccc3C)S(=O)(=O)c3ccccc3)cc2)cc1OC
22) Cc1ccc(-n2c(SCC(=O)NCc3ccco3)nc3sc(C)c(C)c3c2=O)cc1
23) O=C(Nc1ccccc1N1CCOCC1)c1ccc2c(c1)OCCO2
24) CC(Sc1nc2ncc(Cl)cc2[nH]1)C(=O)Nc1ccc(C(N)=O)cc1 (stereo unspecified)
assay / compound	19	20	21	22	23	24
MCL1-BIM inh	-2	-7	-2	-2	-6	-2
GLD-1 TGE inh	3	-4	3	-7	-1	2
PME-1 primary	7	4	-4	-6	-2	-28
Efflux pump mplx	-0.1	0.2	0.4	-0.1	0.0	-0.1
GRK2 aptamer HTS	2	1	0	0	0	0
Fam108B counter	nt	-1	-1	-8	-3	2
VLA-4 inh	0	4	16	-1	8	-5
MEX-5 binding	nt	-4.0	1.1	1.3	-1.0	2.3
Bcl-xL primary	-6	1	2	5	1	-4

25) NC(=O)c1ccccc1NC(=O)c1ccoc1
26) O=C(c1ccc(CSc2ccccc2)cc1)N1CCCCCC1
27) CC1CN(CCCCOc2ccc3ccccc3c2)CC(C)O1 (stereo unspecified)
28) S=c1[nH]nc(-c2cc3ccccc3o2)n1Cc1ccccc1
29) O=C(O)c1ccc(N=NN2CCOCC2)cc1
30) COc1ccccc1/C=C1\SC(=O)N(CCC(=O)NCCCn2ccnc2)C1=O
assay / compound	25	26	27	28	29	30
MCL1-BIM inh	-6	7	7	-11	3	1
GLD-1 TGE inh	-7	12	6	11	-2	1
PME-1 primary	8	-1	-10	7	-2	6
Efflux pump mplx	0.4	0.1	0.0	0.0	-0.2	0.0
GRK2 aptamer HTS	3	0	0	0	1	0
Fam108B counter	2	5	0	1	-4	0
VLA-4 inh	-10	3	0	9	0	8
MEX-5 binding	-1.9	-0.7	-2.1	-0.8	1.5	0.0
Bcl-xL primary	-7	5	2	-25	0	1

31) COc1ccc(C(CNC(=O)CNC(=O)c2ccccc2)N2CCCC2)cc1 (stereo unspecified)
32) N/C(=C\C(=O)c1cc(Cl)ccc1O)C(Cl)(Cl)Cl
33) Nc1nnc(SCCOc2ccccc2)s1
34) CCN(CCCCN1C(=O)c2ccccc2C1=O)c1ccc2c(c1)C(=O)N(C)C2=O
35) CCOC(=O)N1CCN(CC(O)COc2ccc(C(C)C)c(C)c2)CC1 (stereo unspecified)
36) CC1(CC(=O)O)SC(=O)NC1=O (stereo unspecified)
assay / compound	31	32	33	34	35	36
MCL1-BIM inh	-11	1	0	49*	-4	3
GLD-1 TGE inh	-1	2	10	6	13	7
PME-1 primary	-5	-2	-7	1	-2	-5
Efflux pump mplx	0.0	0.3	-0.3	-0.1	0.0	0.0
GRK2 aptamer HTS	0	1	0	4	1	3
Fam108B counter	nt	-1	1	-2	-4	-3
VLA-4 inh	3	29	-5	-11	-2	-10
MEX-5 binding	nt	0.3	0.5	-15	-1.7	0.3
Bcl-xL primary	-6	-1	4	38*	-3	1

37) CS(=O)(=O)N(CC(=O)N1CCN(c2ccccc2F)CC1)c1cc(C(F)(F)F)ccc1Cl
38) O=C(/C=C/c1ccc(S(=O)(=O)N2CCOCC2)cc1)NC(CO)C(O)c1ccc([N+](=O)[O-])cc1 (stereo unspecified)
39) Cc1cc(C)cc(Oc2coc3cc(OC(=O)c4cccnc4)ccc3c2=O)c1
40) COc1ccc(-n2cc(-c3ccccc3)nc2SC)cc1
41) COc1ccc(N(CC(=O)Nc2ccccc2C)S(=O)(=O)c2c(C)[nH]c(=O)[nH]c2=O)cc1
42) CCCC(=O)N1CCN(C2=NS(=O)(=O)c3ccccc32)CC1
assay / compound	37	38	39	40	41	42
MCL1-BIM inh	1	nt	0	2	4	5
GLD-1 TGE inh	0	4	-5	1	-3	-7
PME-1 primary	22	nt	-5	3	2	7
Efflux pump mplx	0.0	0.0	-0.1	0.0	0.3	-0.1
GRK2 aptamer HTS	1	2	0	4	1	1
Fam108B counter	4	nt	-1	2	1	-1
VLA-4 inh	7	13	-3	7	-3	-2
MEX-5 binding	-1.3	nt	1.3	4.2	-5.9	1.7
Bcl-xL primary	3	nt	-1	2	1	6

# Brought forward from above: 2 entries, followed by the next part.
41) COc1ccc(N(CC(=O)Nc2ccccc2C)S(=O)(=O)c2c(C)[nH]c(=O)[nH]c2=O)cc1
42) CCCC(=O)N1CCN(C2=NS(=O)(=O)c3ccccc32)CC1
43) O=C(N/N=C/c1cc2c(cc1Br)OCO2)c1ccccn1
44) Cc1ccc2c(c1)-c1cc(C)nn1C(c1sccc1C)N2 (stereo unspecified)
45) COc1ccc(NS(=O)(=O)c2cccc(N/C(=N\S(=O)(=O)c3ccccc3)c3ccc(F)cc3)c2)cc1
46) Cc1ccc(Cl)cc1NC(=O)c1cc(NC(=O)C2CCCCC2C(=O)O)ccc1N1CCOCC1 (stereo unspecified)
47) COCCNC(=S)N/N=C(\C)c1ccc(C)c([N+](=O)[O-])c1
48) O=C(NC(=S)Nc1ccc(S(=O)(=O)NC2CCCCC2)cc1)c1cccs1
assay / compound	41	42	43	44	45	46	47	48
MCL1-BIM inh	4	5	7	4	1	6	10	5
GLD-1 TGE inh	-3	-7	-5	0	-6	-3	10	7
PME-1 primary	2	7	-4	-10	-18	3	6	-9
Efflux pump mplx	0.3	-0.1	0.3	0.0	-0.6	-0.1	-0.2	0.5
GRK2 aptamer HTS	1	1	0	0	0	0	3	0
Fam108B counter	1	-1	2	-2	-13	0	2	-22
VLA-4 inh	-3	-2	6	4	8	-3	0	2
MEX-5 binding	-5.9	1.7	1.5	0.0	1.4	-0.5	0.1	0.1
Bcl-xL primary	1	6	6	4	2	5	7	4

49) COc1ccc(-c2ocnc2C(=O)Nc2ccc(N3CCOCC3)cc2N2CCOCC2)cc1OC
50) Cc1ccc2c(c1)[C@H]1[C@H](CO2)[C@H](c2ccccc2)[C@]2(C)C(=O)Nc3ccc(Br)cc3C(=O)N12
51) Cc1ccc(S(=O)(=O)N2CCCCC2)cc1NC(=O)COC(=O)c1cccn1C
52) Cc1ccc2c(c1)sc1nc(=O)n(-c3ccc(Cl)c(Cl)c3)c(=O)n12
53) O=S(=O)(c1ccc(Cl)cc1)c1nc(-c2ccccc2F)oc1NCCN1CCOCC1
54) O=C(NCc1ccco1)c1cnccn1
assay / compound	49	50	51	52	53	54
MCL1-BIM inh	6	nt	nt	7	1	13
GLD-1 TGE inh	0	1	5	4	7	10
PME-1 primary	2	nt	nt	0	10	-8
Efflux pump mplx	0.2	0.1	0.1	-0.1	-0.1	0.0
GRK2 aptamer HTS	1	0	3	0	0	0
Fam108B counter	-2	nt	nt	-7	6	0
VLA-4 inh	-2	0	-3	1	-7	9
MEX-5 binding	1.2	nt	nt	nt	1.8	-6.3
Bcl-xL primary	1	nt	nt	0	6	10

55) Cc1ccc(-c2n[nH]c(=S)n2/N=C/c2ccc(C)s2)cc1
56) O=C1CCCc2c1sc1nc3n(c(=O)c21)CCCCC3
57) CC12CCC(C(=O)N3CCN(Cc4ccccc4)CC3)(OC1=O)C2(C)C (stereo unspecified)
58) Cc1cc(C)c2nc(NC(=O)c3ccco3)sc2c1
59) Cn1cccc1Cc1nnc(SCC(=O)N2CCCCCC2)n1CCc1ccccc1
60) C=CCOc1ccc(Br)cc1CNC(C)(C)CO
61) Cc1ccc(Oc2ccc(NC(=O)CSc3n[nH]c(N)n3)cc2)cc1
assay / compound	55	56	57	58	59	60	61
MCL1-BIM inh	-21	4	4	4	-5	2	-7
GLD-1 TGE inh	-6	-4	5	3	1	5	-2
PME-1 primary	4	-1	2	-2	2	3	-5
Efflux pump mplx	-0.1	0.0	0.1	0.1	0.1	-0.1	-0.4
GRK2 aptamer HTS	4	1	0	0	1	0	0
Fam108B counter	4	1	4	-8	-1	2	-4
VLA-4 inh	-2	-1	0	7	-21	5	-18
MEX-5 binding	2.3	0.8	1.8	-1.0	-2.7	2.7	-3.6
Bcl-xL primary	-47	4	6	4	-1	0	3

# Source: PubChem
